Compound activity deposited in PubChem BioAssay by several laboratories.
Insulin prom up – insulin promoter activators in MIN6 cells, imaging, high-content screening, mouse beta cells; MIN6 insulin promoter-GFP reporter; active compounds read high; z-score at 5 µM; actives 0.3% (n = 190,000);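 active means z-score above 3 at 5 µM with at least 500 cells counted in the well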
West Nile virus CPE – West Nile virus antiviral activity, cell-based, CPE readout (AID 1621); West Nile virus-infected cells, CPE inhibition; higher % means a stronger effect; CPE inhibition, % at 10 µM; hits with a dose series show IC50 in µM; actives 0.02% (n = 290,000); in the data active means a potency from the dose series; further: strong numbers were not always called active
MT stabilize HCS – microtubule stabilizers in HeLa cells, primary screen, imaging, high-content imaging | % tubulin-high responders, % at 10 µM | AID 2205, 2009 | HeLa tubulin immunostaining HCS, 24 h; share of cells brighter than vehicle mean+2SD | actives 0.83% (n = 200,000);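 active means plate Z-score above 3 for both tubulin-high and condensed-nucleus cell shares, with cell loss under 80%, at 10 µM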;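 further: anti alpha tubulin signal scored within the nucleus-defined area of each cell; some results filed as inactive read as strong as hits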
Myeloid diff MLP – induction of myeloid progenitor differentiation, primary screen, cell-based, flow cytometry, MLPCN library. AID 624256, 2012. calls only at 10 µM. ER-HoxA9 myeloid progenitors, lysozyme-GFP differentiation. actives 1% (n = 360,000);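 active means normalized GFP-positive differentiation at or above the plate's own cutoff, the solvent-only control mean plus 3 SD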;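 further: cells exposed to compound for four days before flow analysis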
Autophagy HCS – autophagy modulators in MEF cells, primary screen, imaging, high-content, MEF GFP-LC3 | MEF GFP-LC3 puncta imaging; test concentration mostly 10 µM | calls only at 10 µM (by protocol) | actives 0.98% (n = 190,000);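 active means percentage of spot-positive cells more than 3 SD above its plate mean, without a fluorescence outlier flag or 80% toxicity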;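 further: spot-positive cell cutoff set from DMSO-treated cells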
WT yeast gro inh – growth inhibition of WT strain, primary screen, mitochondrial fusion inhibitor project, WT and mutant strains, chemical genetic; inhibition, % at 10 µM; actives 2.1% (n = 190,000); mitochondrial fusion phenotypic screen; in the data active means inhibition above about 58%; tested in S. cerevisiae
b-catenin transl – modulators of beta-catenin nuclear translocation, primary screen, imaging, HeLa cells, immunofluorescence, high-content; AID 1665, 2009; actives 0.3% (n = 190,000); nuclear translocation activity, % at 5 µM;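 active means nuclear translocation activity above 50% at 5 µM, with a well cell count of 50 or more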;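 further: per-cell ratio of nuclear to cytoplasmic median beta-catenin stain intensity; plate controls were DMSO negative control for no effect and GSK-3 inhibitor IX positive control for full effect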
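Test system: human HeLa cells, native beta-catenin. Compound dosing: 5 µM primary single dose, 0.1% DMSO, 0.02–20 µM confirmation series. Incubation: compound exposure 24 h at 37°C. Detection: beta-catenin immunostaining with DAPI counterstain, 20x imaging, 6 fields/well. Read-out basis: Nuclear/cytoplasmic beta-catenin signal ratio, % activation.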
Lipid droplet – inhibitors of hepatocyte lipid droplet formation, primary screen, imaging, high-throughput imaging, BODIPY stain. AML12 mouse hepatocytes, oleate lipid droplets. inhibition, % at 6.5 µM. actives 0.4% (n = 240,000). AID 1656, 2009;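 active means lipid droplet intensity inhibited by at least 50%, with more than 500 cells counted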
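Material – mouse AML12 hepatocyte cell line, fixed after treatment · Compound dosing – one dose, 6.5 µM compound · Times – compound with oleate, overnight · Measured by – Image-based BODIPY and DAPI two-channel analysis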
T cell HTS – modulators of CD8 T cell-vesicle binding, primary screen, mouse 2C CD8+ T cells, flow cytometry | 2C CD8+ T cell-vesicle binding; active compounds read low | calls only at 7 µM | actives 0.068% (n = 330,000) | AID 2052, 2009;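 active means response, share of CD8 T cells binding vesicles, and their 90th percentile fluorescence all below set limits, cut at about 80% in these data, passing the limit was not always enough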
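Benchmarks: naked versus QL9-loaded vesicles / Assay system: purified 2C TCR transgenic mouse naive CD8+ T cells / Technique: high-throughput flow cytometry with anti-B7-1 and anti-CD8 staining / Timing: Cell–vesicle co-incubation 1.5 h at 37 °C, staining 20 min on ice / Read-out: percent CD8+ FL2 mean versus row control / Probe or stimulus: QL9-loaded Drosophila micro-vesicles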
WT yeast gro inh mutant strain – second read-out of WT yeast gro inh, no call of its own (marks repeat the call); inhibition, %; mitochondrial fusion phenotypic screen, mutant strain inhibition
Insulin prom up cell count – also measured in Insulin prom up; calls as there; cell count; measured here: cytotoxicity, nuclei count;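 total cells summed across four imaged fields per well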
Lipid droplet cells 6.5 µM – further read-out of Lipid droplet, marked with its call; cell count; measured here: cell count, cytotoxicity flag;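 cells counted across two imaged fields per well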
b-catenin transl cell count 5 µM – also measured in b-catenin transl; calls as there; cell count; measured here: cell count, cytotoxicity flag
T cell HTS vesicle-bound % – also measured in T cell HTS; calls as there; double positive events, %; measured here: CD8+ vesicle-bound cell fraction;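 binding gate set so that unloaded-vesicle control wells show 10% double positive cells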
MT stabilize HCS Hoechst-high % – second read-out of MT stabilize HCS, no call of its own (marks repeat the call); % Hoechst-high responders; measured here: nuclear condensation Hoechst responders;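 share of cells brighter than vehicle mean plus two SD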
MT stabilize HCS cytotoxicity % – also measured in MT stabilize HCS; calls as there; toxicity, %; measured here: cytotoxicity by cell density;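 0% = mean cell density of plate MIN control wells and 100% = no cells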
Autophagy HCS cell loss 18 h – further read-out of Autophagy HCS, marked with its call; toxicity, %; measured here: cell loss, nuclei count;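 cell loss after 18 h compound exposure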
Myeloid diff MLP GFP+ MAC1+ % – also measured in Myeloid diff MLP; calls as there; GFP+ MAC1+ double positive, %; measured here: differentiation confirmed by MAC1 staining
* marks the source's active call; other numbers are inactive results; i = inactive; . = no result given; + = active, no number.

Second line of a record – Insulin prom up, Insulin prom up cell count, West Nile virus CPE, MT stabilize HCS, MT stabilize HCS Hoechst-high %, MT stabilize HCS cytotoxicity %, Myeloid diff MLP, Myeloid diff MLP GFP+ MAC1+ %, Autophagy HCS, Autophagy HCS cell loss 18 h, WT yeast gro inh, WT yeast gro inh mutant strain, b-catenin transl, b-catenin transl cell count 5 µM, Lipid droplet, Lipid droplet cells 6.5 µM, T cell HTS, T cell HTS vesicle-bound %
1	O=C(Cn1cc(C(=O)c2ccco2)c2ccccc21)NC1CCCCC1
→ -0.99, 1182, -1.5%, 2.0, 1.7, 2.5, i, 0.5, i, 4, 2, -2, -0.8, 1085, 10, 719, i, 26
2	COc1ccc(NC(=S)NCc2cccn2C)cc1
→ 0.2, 1653, -0.4%, 1.9, 1.0, 7.3, i, 0.4, i, 8, 4, -1, 0.0, 965, 6, 687, i, 8
3	CS(=O)(=O)c1ccc(C(=O)NCc2ccc(F)cc2)cc1
→ 0.09, 1302, -0.5%, 0.7, 1.7, 4.5, i, 0.6, i, 1, 8, 1, -0.3, 1127, -3, 757, i, 48
4	Cc1cccc(C(=O)OCN2C(=O)c3ccccc3C2=O)c1[N+](=O)[O-]
→ ., ., 0.1%, ., ., ., i, 0.8, ., ., ., ., ., ., 2, 664, i, 56
5	CCOC(=O)c1cc(-c2ccccc2)nc2c1c(C)nn2-c1ccccn1
→ -0.6, 855, 1.2%, 0.9, 1.9, 6.6, i, 1.0, i, 12, 57, 11, -2.8, 1185, 14, 740, i, 6
6	O=C(O)/C=C/C(=O)NCCc1cccc(Cl)c1
→ -0.03, 1494, 0.4%, 3.2, 1.4, 2.7, i, 0.6, i, 40, -2, 18, -1.2, 984, -11, 660, i, 9
7	Cc1c(CN2CCCC(C(=O)c3cccc(OC(C)C)c3)C2)c(=O)n(-c2ccccc2)n1C (stereo not drawn)
→ -0.29, 1472, -1.3%, 2.4, 1.3, 10, i, 0.7, +, -10*, 3, -5, 0.8, 1411, 11, 666, i, 59
8	Cc1ccc(NC(=O)c2ccc(Cl)c(N3C(=O)CCC3=O)c2)cc1
→ ., ., -0.1%, ., ., ., i, 0.5, ., ., ., ., ., ., 2, 706, i, 22
9	CN(C)c1ccc(C(=O)NN2C(=O)c3ccccc3C2=O)cc1
→ -0.78, 1246, -0.1%, 3.5, 1.5, 0.7, i, 0.3, i, 15, 5, 0, -1.0, 1101, 1, 677, i, 26
10	O=C(O)CC(Cn1[nH]nnc1=S)c1ccccc1 (stereo not drawn)
→ 1.4, 825, 1.2%, 2.8, 1.9, 5.6, +, 1.9*, i, 0, 6, 2, ., ., -30, 795, i, 29
11	CSCCC(NC(=O)c1ccc(Cl)cc1)C(=O)OCC(=O)Nc1cc(Cl)ccc1C#N (stereo not drawn)
→ -2.5, 1265, 0.2%, 4.1, 3.4, 7.0, i, 0.5, i, 7, -1, -12, ., ., 2, 613, i, 33
12	O=c1c2ccccc2cnn1Cc1ccc(Cl)c(Cl)c1
→ ., ., -0.3%, ., ., ., i, 0.3, ., ., ., ., ., ., -1, 855, i, 44
13	O=C(O)c1ccc(N2C(=O)CSC2c2cccc([N+](=O)[O-])c2)cc1 (stereo not drawn)
→ 0.19, 1254, 0.9%, 1.4, 1.8, 12, i, 0.7, i, -13, -5, 7, -1.1, 1113, 6, 686, i, 41
14	O=C(NNC(=O)c1ccccc1-n1cccc1)c1ccc(Cl)c(Cl)c1
→ ., ., -0.3%, 3.5, 1.7, 6.2, i, 0.6, i, 3, -2, 5, ., ., ., ., i, 45
15	Cc1cc2nc3c(c(C(F)(F)F)n2n1)CCCC3
→ ., ., 0.1%, 1.9, 1.4, 0.6, i, 1.0, i, 19, 0, 11, 4.8, 825, -10, 712, i, 33

Some values from above.
Reading for Cc1cccc(C(=O)OCN2C(=O)c3ccccc3C2=O)c1[N+](=O)[O-] under West Nile virus CPE: 0.1%
Reading for CCOC(=O)c1cc(-c2ccccc2)nc2c1c(C)nn2-c1ccccn1 under Lipid droplet cells 6.5 µM: 740
Reading for Cc1c(CN2CCCC(C(=O)c3cccc(OC(C)C)c3)C2)c(=O)n(-c2ccccc2)n1C (stereo not drawn) under MT stabilize HCS: 2.4

(next part)
Second line of a record – Insulin prom up, Insulin prom up cell count, West Nile virus CPE, MT stabilize HCS, MT stabilize HCS Hoechst-high %, MT stabilize HCS cytotoxicity %, Myeloid diff MLP, Myeloid diff MLP GFP+ MAC1+ %, Autophagy HCS, Autophagy HCS cell loss 18 h, WT yeast gro inh, WT yeast gro inh mutant strain, b-catenin transl, b-catenin transl cell count 5 µM, Lipid droplet, Lipid droplet cells 6.5 µM, T cell HTS, T cell HTS vesicle-bound %
16	Cc1cc2c3c(ccc(C)c3n1)N=CN2c1ccccc1
→ -0.39, 1838, 0.1%, 4.2, 1.8, 2.8, i, 0.1, i, 22, -21, -31, -0.7, 1029, 8, 655, i, 47
17	CCN1CCN(Cc2ccc(NC(=O)c3ccc(C)c(NC(=O)c4nccn4C)c3)cc2C(F)(F)F)CC1
→ 0.8, 818, 0.5%, ., ., ., i, 0.6, ., ., ., ., -1.9, 1327, 5, 751, i, 26
18	CCOC(=O)c1sc(NC(=O)c2ccc(S(=O)(=O)N(CC)CC)cc2)nc1C
→ -0.43, 781, 0.1%, 1.4, 1.8, 6.1, i, 0.2, i, -14, -4, -6, ., ., 3, 803, i, 16
19	O=C1NC2(CCCCC2)C(=O)N1Cc1cccc(C(F)(F)F)c1
→ ., ., -0.7%, 2.8, 1.1, 4.3, i, 0.5, i, -25, -1, 3, -2.2, 599, -18, 723, i, 13
20	CN1CCN(C(=O)c2cc3cc(Cl)ccc3[nH]2)CC1
→ ., ., -0.1%, ., ., ., i, 0.3, ., ., ., ., ., ., 4, 795, i, 55
21	Cc1ccccc1C1C(C#N)=C2N=C(N)c3c(sc4c3CCCCC4)N2C2=C1C(=O)CCC2 (stereo not drawn)
→ -0.36, 1682, 0.3%, 2.9, 1.4, 5.8, i, 4.0, i, -31, -16, -13, -1.3, 1321, ., ., i, 12
22	C=Cc1ccc(Cn2c(=O)n(CCCOC)c(=O)c3sccc32)cc1
→ ., ., -1.5%, ., ., ., i, 0.7, ., ., ., ., ., ., -5, 861, i, 38
23	O=C(CSc1nc2ccccc2n1Cc1ccc(Cl)cc1)N/N=C/c1ccccc1C(=O)O
→ 0.48, 1435, -1.1%, 2.0, 1.2, 1.3, i, 1.4, i, -13, 19, -7, 1.0, 1063, -9, 692, i, 52
24	CC(OC(=O)C(NC(=O)c1ccco1)C(C)C)C(=O)Nc1ncc(Cl)cc1Cl (stereo not drawn)
→ -0.39, 1415, -0.1%, 2.1, 1.9, 11, i, 0.9, i, -8, -12, -14, 1.7, 1424, ., ., i, 42
25	COc1ccccc1CNC(=O)C1CCN(S(=O)(=O)c2ccc3c(c2)CC(C)N3C(C)=O)CC1 (stereo not drawn)
→ ., ., -0.6%, ., ., ., i, 3.4, ., ., ., ., ., ., -7, 740, i, 23
26	Cc1ccc(O)c(CP(=O)(c2ccccc2)c2ccccc2)c1
→ -0.26, 1291, -0.8%, 1.3, 4.0, 11, i, 0.7, i, 0, -10, -16, ., ., 11, 437, i, 50
27	C=CCn1c(SCc2c(C(=O)OC)sc(N)c2C(=O)OC)nnc1-c1ccc(Br)cc1
→ 0.29, 772, 0.5%, 2.7, 1.9, 9.3, i, 0.6, i, 1, 10, -9, ., ., 0, 769, i, 6
28	CCOc1ncccc1C(=O)N1CCN(C(c2ccccc2)c2ccccc2)CC1
→ -0.16, 1292, -0.2%, 2.7, 2.9, 5.1, i, 0.3, i, -3, 26, 14, -3.4, 1112, -10, 725, i, 59
29	O=C(Nc1ccc2c(c1)OCO2)c1cc(-c2ccc(O)cc2)on1
→ ., ., -0.4%, ., ., ., i, 5.4, ., ., ., ., ., ., -9, 710, i, 25
30	Cc1ccc(CNS(=O)(=O)c2ccc3c(c2)CCN3C(=O)C2CCC2)cc1
→ ., ., -0.7%, ., ., ., i, 1.4, ., ., ., ., ., ., -20, 672, i, 51
31	O=C(NCc1ccco1)c1csc2c1CCCCC2
→ 0.84, 1029, -0.9%, 2.2, 3.6, 13, i, 5.7, i, -1, -3, 79, -0.3, 1165, 0, 752, i, 58
32	CNC(=O)c1c(Cl)cnn1-c1ccccc1
→ 0.35, 1408, 0.4%, 2.9, 1.6, 4.2, i, 0.2, i, 0, -3, 10, 3.2, 930, 6, 760, i, 43
33	COc1ccc(CN2CC(=O)N(c3cc(Cl)ccc3OC)C2=S)cc1OC
→ ., ., -1.0%, ., ., ., i, 0.6, ., ., ., ., ., ., 13, 741, i, 39
